Screens (PubChem)
MrgX1 ag = agonists of human MrgX1 receptor; actives 0.44% (n = 310,000); B-score at 10 µM; MrgX1-HEK293 cells, Fluo-4 calcium fluorescence, agonist mode; active compounds read high;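 active = calcium response B-score plate-corrected fluorescence ratio at least 3 library SD, with starting fluorescence B-score inside 5 SD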
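Test system: Stable human MrgX1 HEK293 cell line | Schedule: Overnight plating before 1 h dye loading | Read-out basis: Baseline-normalised fluorescence change ratio, B-scored | Detection: Kinetic calcium dye fluorescence, Fluo-4 NW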
TMEM16A act = mouse TMEM16A channel activation, primary screen | Q8BHY3 | HEK293 TMEM16A/YFP-H148Q/I152L, iodide quench fluorescence; active compounds read low | B-score at 10 µM | actives 0.3% (n = 340,000);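 active = fluorescence-ratio B-score plate-corrected deviation score at least 3 library SD below zero, with starting fluorescence score within 5 deviations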;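 also: channel opened by trigger with iodide after compound preincubation; score built on the fluorescence ratio of max minus min over baseline; more negative score means more quench and so TMEM16A activation or potentiation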
Target sequence (Q8BHY3 whole entry, looked up): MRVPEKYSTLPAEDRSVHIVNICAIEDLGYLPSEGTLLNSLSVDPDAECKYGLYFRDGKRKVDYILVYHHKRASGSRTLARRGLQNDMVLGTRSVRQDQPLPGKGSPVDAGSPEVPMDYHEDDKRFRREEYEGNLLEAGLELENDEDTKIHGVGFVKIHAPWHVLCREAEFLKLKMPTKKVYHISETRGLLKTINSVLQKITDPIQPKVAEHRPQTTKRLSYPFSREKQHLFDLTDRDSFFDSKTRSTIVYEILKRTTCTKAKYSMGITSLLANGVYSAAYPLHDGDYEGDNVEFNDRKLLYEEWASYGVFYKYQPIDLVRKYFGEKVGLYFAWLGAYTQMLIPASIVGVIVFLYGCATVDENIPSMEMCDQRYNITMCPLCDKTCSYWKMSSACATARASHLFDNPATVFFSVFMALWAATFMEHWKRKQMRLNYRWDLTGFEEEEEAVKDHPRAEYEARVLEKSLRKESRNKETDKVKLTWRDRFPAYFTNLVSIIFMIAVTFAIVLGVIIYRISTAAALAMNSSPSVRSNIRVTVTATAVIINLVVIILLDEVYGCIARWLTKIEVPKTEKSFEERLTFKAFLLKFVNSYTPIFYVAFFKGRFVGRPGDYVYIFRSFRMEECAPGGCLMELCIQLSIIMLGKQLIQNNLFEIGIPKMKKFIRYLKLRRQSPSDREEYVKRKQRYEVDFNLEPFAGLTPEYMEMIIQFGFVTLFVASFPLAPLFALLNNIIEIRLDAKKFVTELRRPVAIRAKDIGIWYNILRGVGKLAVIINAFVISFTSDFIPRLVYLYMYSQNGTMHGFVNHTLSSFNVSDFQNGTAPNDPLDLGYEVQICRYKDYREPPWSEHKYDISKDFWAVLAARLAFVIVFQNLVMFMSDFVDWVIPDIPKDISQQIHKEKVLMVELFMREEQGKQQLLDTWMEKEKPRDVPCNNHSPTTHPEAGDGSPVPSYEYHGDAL
TRPC6 inh = mouse TRPC6 channel inhibition. Q61143. HEK293-TRPC6, membrane potential dye, ACh-evoked depolarization; active compounds read low. B-score at 10 µM. actives 1.1% (n = 310,000);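 active = B-score under library mean minus 3 SD, initial fluorescence not abnormally high, positive integrated signal ratio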;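 also: B-score derived from integrated fluorescence ratio over the kinetic read; more negative B-score means stronger inhibition of depolarization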
TRPC6 act = activates the mouse TRPC6 cation channel. HEK293-TRPC6 membrane potential dye fluorescence; active compounds read high. B-score at 10 µM. actives 0.13% (n = 310,000). AID 2550;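 active = B-score of the integrated fluorescence ratio above library mean plus 3 SD, and starting fluorescence ratio within library mean plus 5 SD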;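 also: higher score means more depolarization so channel activation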
TMEM16A inh = blocks the mouse calcium-activated chloride channel TMEM16A. HEK293 TMEM16A/YFP iodide influx fluorescence, ionomycin. normalized B-score (activity score, 25-100; higher = stronger inhibition) at 10 µM. Q8BHY3. actives 1.2% (n = 310,000);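 active = ratio plate-corrected score three or more library SD toward inhibition, starting fluorescence score within five deviations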;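 also: score derived from kinetic fluorescence span divided by baseline fluorescence per well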
TRPC4 act = activators of mouse TRPC4 channel; actives 0.49% (n = 310,000); AID 2237; B-score at 10 µM; Q9QUQ5; HEK293 TRPC4beta/mu-opioid, Fluo4 calcium fluorescence; active compounds read high;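 active = B-score above 5 SD of library B-scores, and initial fluorescence ratio not above library mean plus 5 SD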;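 also: positive B-score marks a calcium rise read as TRPC4 activation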
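Assay system: HEK293 cells stably co-expressing mouse TRPC4beta and mu-opioid receptor / Timing: Fluo4 dye loading 45 min at room temperature, 110 s recording / Signal: Fluo4 calcium-sensitive dye fluorescence, kinetic, 1 Hz baseline / Read-out: integrated baseline-normalised fluorescence ratio, converted to per-well B score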
TRPC4 inh = blocks the mouse TRPC4 cation channel; B-score at 10 µM; Q9QUQ5; HEK293 TRPC4beta/mu-opioid, DAMGO-evoked Fluo4 calcium flux; active compounds read low; actives 0.39% (n = 300,000);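 active = B-score over 3 SD under the library average, no early fluorescence shift, positive overall ratio signal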
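Material: HEK293 cells with stable TRPC4beta plus mu-opioid receptor expression / Probe or stimulus: DAMGO in two steps, submaximal then maximal / Compound: single concentration per test compound / Technique: kinetic Fluo4 fluorescence imaging of calcium influx / Read-out: per-well B score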
MrgX1 antag = human MrgX1 receptor antagonism, primary screen | MRGX1-HEK293 calcium flux, Fluo-4, BAM8-22 antagonism; active compounds read low | B-score at 10 µM | actives 1.3% (n = 310,000);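 active = calcium-response B-score plate-corrected more than 3 library SD below zero, starting fluorescence within 5 deviations, no agonist response on first addition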;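 also: peak minus trough fluorescence over baseline after final BAM8-22 challenge near maximal dose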
TRPC4 PAM = allosteric potentiators of mouse TRPC4 channel; Q9QUQ5; AID 2227; HEK293 TRPC4beta/mu-opioid, DAMGO EC20, Fluo-4 Ca2+ flux; active compounds read high; actives 0.42% (n = 310,000); B-score at 10 µM;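 active = B-score of calcium response area above 5 SD of library B-scores, with initial fluorescence ratio within 5 SD of library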;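 also: B-score of integrated fluorescence ratio over time as area under calcium response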
MrgX1 allo act = allosterically activates human MrgX1 receptor signaling | actives 0.63% (n = 310,000) | MrgX1-HEK293, Fluo-4 calcium flux, FDSS; active compounds read high | AID 588675 | B-score at 10 µM | Q96LB2;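 active = plate-corrected calcium response at least 3 library SD above typical, normal starting fluorescence, not activating the receptor alone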;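 also: compound read alongside a low EC10 to EC30 dose of BAM8-22 agonist; peak minus trough fluorescence over baseline measured at the second addition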
RGS4 inh = human RGS4 inhibition; P49798; HEK293 M3R/RGS4 inducible, Fluo-4 calcium flux; active compounds read high; triggered by carbachol at its EC20; B-score at 10 µM; actives 0.45% (n = 310,000); AID 463165;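 active = B-score, a plate-corrected calcium signal, over three deviations above library mean, with baseline fluorescence within five deviations of library mean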;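 also: RGS4 expression induced by doxycycline in cells with stable M3 receptor; B-score is computed from the integrated fluorescence ratio over baseline after carbachol; higher B-score means a larger calcium signal and so more RGS4 inhibition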
* marks the source's active call; other numbers are inactive results; i = inactive; . = no result given. An unsorted share of the library, and some 5.8% of all compounds hit somewhere here.

SMILES | MrgX1 ag | TMEM16A act | TRPC6 inh | TRPC6 act | TMEM16A inh | TRPC4 act | TRPC4 inh | MrgX1 antag | TRPC4 PAM | MrgX1 allo act | RGS4 inh
Cc1cc(-c2onc3ccc(Cl)cc23)ccc1O | i | i | i | i | i | i | i | i | i | i | i
C[C@]12CCC(O)CC1=CCC1C2CC[C@]2(C)/C(=N\NC(N)=S)CCC12 (stereo not given in full) | i | i | i | i | i | i | i | i | i | i | i
CCN(CC)S(=O)(=O)c1ccc(O)c(NC(=O)CN2CCc3ccccc3C2)c1 | i | i | i | i | i | i | i | i | i | i | i
CCOC(=O)c1cnc2cc(Cl)c(OC)cc2c1NCC1CCCO1 (stereo not given) | i | i | i | i | i | i | i | i | i | i | i
COc1cc(C(=O)Nc2nnc(-c3sccc3C)s2)cc(OC)c1OC | i | i | i | i | i | i | i | i | i | i | i
O=S(=O)(Cc1ccccc1Cl)CC(O)COc1ccccc1Cl (stereo not given) | i | i | i | i | i | i | i | i | i | i | i
COC(=O)c1c(C)nc(C)c(C(=O)OC)c1-c1cccs1 | i | i | i | i | i | i | i | i | i | i | i
O=C1CCC(=O)N1c1ccc(-c2nc3sc4c(c3c(=O)o2)CCC4)cc1 | i | i | i | i | i | i | i | i | i | i | i
O=C(O)c1ccc(-c2ccccc2)[nH]c1=O | i | i | i | i | i | i | i | i | i | i | i
O=C(Nc1cccc(C(F)(F)F)c1)Nc1ccc2[nH]c(=O)[nH]c2c1 | i | i | i | i | i | i | i | i | i | i | i
COC(=O)CCC(=O)Nc1ccc(S(=O)(=O)N2CCCCCC2)cc1 | i | i | i | i | i | i | i | i | i | i | i
Cc1ccc(O)c(NS(=O)(=O)c2cccc3nsnc23)c1 | i | i | i | i | i | i | i | i | i | i | i
CC1CCC(C(=O)NC(C(=O)NCc2cccnc2)C(C)C)CC1 (stereo not given) | i | i | i | i | i | i | i | i | i | i | i
Cc1cccc(C)c1OCc1cc(C(=O)N2CCN(c3ccccn3)CC2)no1 | i | i | i | i | i | i | i | i | i | i | i
Cc1ccc(S(=O)(=O)N2[C@@H](c3ccccc3)C(C(=O)O)=CC[C@H]2c2ccc(Cl)cc2)cc1 | i | i | . | . | i | . | . | i | . | i | .
COc1ccccc1/C=N\Nc1ccccc1[N+](=O)[O-] | i | i | i | i | i | i | i | i | i | i | i
Cc1oc(-c2ccccc2)nc1CC(=O)O | i | i | i | i | i | i | i | i | i | i | i
COc1ccc(N2C(=O)CCC(C(=O)O)C2c2ccccc2OC)cc1 (stereo not given) | i | i | i | i | i | i | i | i | i | i | i
CCc1ccc(OCCCC(=O)Nc2ccc(N3CCOCC3)cc2)cc1 | i | i | i | i | i | i | i | i | i | i | i
N#Cc1c(Cl)cccc1N1CCC(C(N)=O)CC1 | i | i | i | i | i | i | i | i | i | i | i
CCOC(=O)C1CCN(C(C(=O)NC2CCCC2)c2ccc(C)cc2)CC1 (stereo not given) | i | i | i | i | i | i | i | i | i | i | 5.31*
O=C(c1nsc(Cl)c1Cl)N1CCCCC1 | i | i | i | i | i | i | i | i | i | i | i
COc1ccc(NC(=O)CN2CCN(c3ccc(F)cc3)CC2)cc1 | i | i | i | i | i | i | i | i | i | i | i
Cc1nc2c(-c3ccccc3)c(C)[nH]n2c(=O)c1Cc1ccccc1 | i | i | i | i | i | i | i | i | i | i | i
CS(=O)(=O)N1CCN(c2ccccc2NC(=S)NC(=O)c2ccccc2[N+](=O)[O-])CC1 | i | i | i | i | i | i | i | i | i | i | i
CCOC(=O)CC1(NC(=O)C2CCC(=O)N(CCc3ccc(OC)cc3)C2)CCCCC1 (stereo not given) | i | i | i | i | i | i | i | i | i | i | i
CC(C)=CCCC(C)CN1CCC(N2CCC(C(=O)N3CCOCC3)CC2)CC1 (stereo not given) | i | i | i | i | i | i | i | i | i | i | i
COCCN(C(=O)c1ccc(OC2CCN(S(=O)(=O)N(C)C)CC2)cc1)C(C)C | i | i | i | i | i | i | i | i | i | i | i
O=C(Nc1ccccc1)c1ccccc1C(=O)N1CCCCC1 | i | i | i | i | i | i | i | i | i | i | i
O=C(CN1C(=O)c2ccccc2C1=O)OCCOCCN=C1NS(=O)(=O)c2ccccc21 | i | i | i | i | i | i | i | i | i | i | i
CCC(OC(=O)c1cccs1)C(=O)NCc1ccco1 (stereo not given) | i | i | i | i | i | i | i | i | i | i | i
CCCC(C)NC(=O)c1nc(-c2ccccc2)n(-c2ccccc2)n1 (stereo not given) | i | i | . | . | i | . | . | i | . | i | .
CCCS(=O)(=O)N1CCN(Cc2ccc(OCc3ccccc3)c(OC)c2)CC1 | i | i | i | i | i | i | i | i | i | i | i
CC(C)NC(=O)c1ccccc1NC(=O)Cc1ccc(Cl)cc1 | i | i | i | i | i | i | i | i | i | i | i
CCOC(=O)C1CCN(S(=O)(=O)c2ccc3c4c(cccc24)C(=O)N3)CC1 | i | i | i | i | i | i | i | i | i | i | i
O=C1c2ccccc2C(=O)N1CCSc1nc2ccccc2c(=O)n1CCCN1CCOCC1 | i | i | i | i | i | i | i | i | i | i | i
O=C(C1CCN(S(=O)(=O)c2cccnc2)CC1)N1CCN(c2ccc(Cl)cc2)CC1 | i | i | i | i | i | 63* | -6* | i | i | i | i
CCOc1ccc(C(C)NC(=O)C2CCC2)cc1 (stereo not given) | i | i | i | i | i | i | i | i | i | i | i
Cc1cc(=O)[nH]c(Nc2c(C)n(C)n(-c3ccccc3)c2=O)n1 | i | i | i | i | i | i | i | i | i | i | i
CN(C)CCN(Cc1cc2cc3c(cc2[nH]c1=O)OCO3)C(=S)NCC1CCCO1 (stereo not given) | i | i | i | i | i | i | i | i | i | i | i
COc1ccccc1NC(=O)N1CCCC1C(=O)NCc1ccccc1Cl (stereo not given) | i | i | i | i | i | i | i | i | i | i | i
COc1ccc(C(=O)Nc2ccc3c(c2)CCCN3C(=O)c2cccs2)c(OC)c1 | i | i | i | i | i | i | i | i | i | i | i
Cc1ccc(SCCC(=O)Nc2ccccc2Br)cc1 | i | i | i | i | i | i | i | i | i | i | i
COc1ccc(S(=O)(=O)N2CCN(C(=O)c3c(C)nn(-c4ccccc4)c3Cl)CC2)cc1 | i | i | i | i | i | i | i | i | i | i | i
CC(C)c1ccc(NC(=O)CSC(C)c2nc3ccccc3c(=O)[nH]2)cc1 (stereo not given) | i | i | i | i | i | i | i | i | i | i | i
O=[N+]([O-])c1ccccc1CN1CCN(Cc2ccc3ccccc3c2)CC1 | i | i | i | i | i | i | i | i | i | i | i
COc1ccc(C(=O)Nc2cc(C(F)(F)F)ccc2-n2cnc3ccccc32)cc1 | i | i | i | i | i | i | i | i | i | i | i
Clc1ccc(CSc2nnc(-c3ccncc3)s2)cc1 | i | i | i | i | i | i | i | i | i | i | i
CC(C)NCC(=O)Nc1c2c(nc3ccccc13)CCC2 | i | i | i | i | i | i | i | i | i | i | i
CCOC(=O)N1CCN(C(=O)CSc2nnc(COc3ccccc3)o2)CC1 | i | i | i | i | i | i | i | i | i | i | i
COc1ccc(C2CC(c3ccccc3)=NN2C(=O)CSc2ncccn2)cc1 (stereo not given) | i | i | i | i | i | i | i | i | i | i | i
Cc1nc(Oc2cccc(Cl)c2)c2oc3ccccc3c2n1 | i | i | i | i | i | i | i | i | i | i | i
COCc1c(C(=O)N2CCc3ccccc32)oc2ccccc12 | i | i | i | i | i | i | i | i | i | i | i
CCN1CCN(c2nc3c(c(=O)[nH]c(=O)n3C)n2CCSc2nc3ccccc3s2)CC1 | i | i | i | i | i | i | i | -6.31* | i | i | i
Cc1ccc(C(=O)NCC2(c3ccccc3)CCCC2)cc1 | i | i | i | i | i | i | i | i | i | i | i
CCOc1cccc(-c2c(C(=O)N/N=C(\C)c3cccs3)nnn2-c2nonc2N)c1 | i | i | i | i | i | i | i | i | i | i | i
CC(NC(=O)C(=O)NCc1cccs1)c1ccccc1 (stereo not given) | i | i | i | i | i | i | i | i | i | i | i
COc1ccccc1C(=O)Nc1nnc(S(=O)(=O)N2CCCCCC2)s1 | i | i | i | i | i | i | i | i | i | i | i
O=C1CN(C(=O)c2cccc([N+](=O)[O-])c2)CC(=O)N1 | i | i | i | i | i | i | i | i | i | i | i
Clc1ccc(Nc2nc(-c3ccncc3)cs2)cc1 | i | i | i | i | i | i | i | i | i | i | i

Further entries follow:
SMILES | MrgX1 ag | TMEM16A act | TRPC6 inh | TRPC6 act | TMEM16A inh | TRPC4 act | TRPC4 inh | MrgX1 antag | TRPC4 PAM | MrgX1 allo act | RGS4 inh
Cc1c(C)[n+](=O)c(-c2cccs2)c(C)n1[O-] | i | i | i | i | i | i | i | i | i | i | i
c1ccc(Cc2cc[n+](Cc3ccccn3)cc2)cc1 | i | i | i | i | i | i | i | i | i | i | i
COc1ccc(C(=O)c2c3ccc(OC)cc3[n+]([O-])n2Cc2ccc(C(N)=O)cc2)cc1 | i | i | . | . | i | . | . | i | . | i | .
Cc1ccc(OCCN(C)C(=O)C2CCC(=O)N(CC3CCCCC3)C2)cc1 (stereo not given) | i | i | i | i | i | i | i | i | i | i | i
COc1ccc(C2=NOC(C(=O)N3CCCc4ccccc43)C2)cc1 (stereo not given) | i | i | i | i | i | i | i | i | i | i | i
Cc1cc(-c2ccc(C)c(S(=O)(=O)Nc3ccc(S(N)(=O)=O)cc3)c2)on1 | i | i | i | i | i | i | i | i | i | i | i
O=C1C=C(N2CCN(C(=O)c3ccccc3)CC2)C2(CCCCC2)O1 | i | i | i | i | i | i | i | i | i | i | i
CC(C)(Oc1ccc(Cl)cc1)C(=O)Nc1cccnc1 | i | i | i | i | i | i | i | i | i | i | i
O=C(Nc1ccccc1Cl)c1cccs1 | i | i | i | i | i | i | i | i | i | i | i
COc1cccc(NC(=O)COc2ccc(C(=O)N3CCN(C)CC3)cc2)c1 | i | i | i | i | i | i | i | i | i | i | i
O=C(COC(=O)c1ccccc1NC(=O)c1ccco1)NC1CCCCC1 | i | i | i | i | i | i | i | i | i | i | i
